Screening results from PubChem BioAssay.
Autophagy mod: autophagy modulation, high-content screen. MEF GFP-LC3 puncta imaging; test concentration mostly 10 µM. calls only at 10 µM (by protocol). hit rate 0.98% among 190,000. AID 463193;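 active means percentage of spot-positive cells more than 3 SD above its plate mean, without a fluorescence outlier flag or 80% toxicity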;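 further: spot-positive cell cutoff set from DMSO-treated cells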
Hep lipid drop: hepatic lipid droplet formation modulation. AID 1656. hit rate 0.4% among 240,000. AML12 mouse hepatocytes, oleate lipid droplets, BODIPY imaging. inhibition, % at 6.5 µM;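 active means lipid droplet intensity inhibited by at least 50%, with more than 500 cells counted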
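System: AML12 hepatocytes (mouse). Probe or stimulus: oleic acid at 100 µM to induce lipid droplet formation. Times: overnight treatment with compound plus oleate. Detection: Image-based BODIPY and DAPI two-channel analysis. Evaluation: percent inhibition of filter-corrected integrated lipid droplet intensity per well.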
Dynein transport: dynein cargo transport inhibition; 3617.4 mouse cells, GR-EGFP nuclear translocation imaging; test concentration mostly 20 µM; stimulated with dexamethasone, 1 µM; active compounds read low; z-score, hits read low; hit rate 0.47% among 220,000; AID 1381;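 active means plate z-score of nuclear minus cytoplasmic receptor signal below a set negative limit, without overly bright fluorescence or cell loss, cut at about -3.5 in these data, passing the limit was not always enough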;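 further: z-score of nuclear minus cytoplasmic ring GR-EGFP intensity difference per well; some compounds called inactive have numbers as strong as hits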
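Buffer or medium: tetracycline-free induction medium containing charcoal-stripped FBS / Reagent: dexamethasone agonist, 1.0 µM final, for 30 min / Technique: automated 10x imaging of fixed Hoechst-stained cells / Times: induction 48 h, compound 1 h, agonist 30 min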
WT yeast gro inh: growth inhibition of WT yeast, mitochondrial fusion screen | hit rate 2.1% among 190,000 | AID 1362 | inhibition, % at 10 µM | mitochondrial fusion phenotypic screen, WT strain; in the data active means inhibition above about 58%; tested in S. cerevisiae
b-catenin transl: modulators of beta-catenin nuclear translocation; HeLa beta-catenin nuclear translocation, immunofluorescence imaging; nuclear translocation activity, % at 5 µM; hit rate 0.3% among 190,000;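 active means nuclear translocation activity above 50% at 5 µM, with a well cell count of 50 or more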;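 further: per-cell ratio of nuclear to cytoplasmic median beta-catenin stain intensity; plate controls were DMSO negative control for no effect and GSK-3 inhibitor IX positive control for full effect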
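System: HeLa cells, endogenous beta-catenin; compound dosing: 5 µM primary single dose, 0.1% DMSO, 0.02–20 µM confirmation series; incubation: 24 h compound exposure at 37°C, 5% CO2; signal: beta-catenin immunofluorescence imaging with DAPI; evaluation: % activation, nuclear-to-cytoplasmic median beta-catenin signal ratio per cell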
ER stress rescue: rescue of cells from ER stress-induced death, primary screen, 384-well, CSM14.1, thapsigargin, ATP luminescence (AID 1222); cellular ATP content (survival), % at 20 µM; hits with a dose series show EC50 in µM; CSM14.1 thapsigargin-induced death rescue, ATP luminescence; higher % means a stronger effect; 190,000 tested, under 10 active;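 active means EC50 below 50 µM in the dose-response confirmation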;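 further: death triggered by thapsigargin at about 15 µM added after 2 h compound pretreatment; cell ATP read after overnight thapsigargin exposure of roughly 18 to 22 hours; normalized against plate controls of thapsigargin alone and 5% DMSO vehicle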
MT stabilize HCS: microtubule stabilizers in HeLa cells. HeLa tubulin immunostaining HCS, 24 h; share of cells brighter than vehicle mean+2SD. % tubulin-high responders, % at 10 µM. hit rate 0.83% among 200,000;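 active means plate Z-score above 3 for both tubulin-high and condensed-nucleus cell shares, with cell loss under 80%, at 10 µM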;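 further: anti alpha tubulin signal scored within the nucleus-defined area of each cell; some results filed as inactive read as strong as hits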
Insulin prom up: MIN6 insulin promoter up-regulation; hit rate 0.3% among 190,000; AID 1625; z-score at 5 µM; MIN6 insulin promoter-GFP reporter, high-content imaging; active compounds read high;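 active means z-score above 3 at 5 µM with at least 500 cells counted in the well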
XIAP antagonists: XIAP antagonists, biochemical, IAP family, fluorescence polarization (AID 1018); XIAP BIR domain, fluorescence polarization peptide displacement; higher % means a stronger effect; displacement, % at 20 µM; hits with a dose series show IC50 in µM; hit rate 0.007% among 200,000; in the data active means displacement above about 50%; further: a part of the inactive calls stands beside numbers as strong as those of hits
WT yeast gro inh mutant strain: second read-out of WT yeast gro inh, no call of its own (marks repeat the call); inhibition, %; mitochondrial fusion phenotypic screen, mutant strain inhibition
Dynein transport cytoplasmic EGFP: also measured in Dynein transport; calls as there; z-score; measured here: cytoplasmic GR-EGFP intensity; active compounds read high
Dynein transport nuclear GR-EGFP: second read-out of Dynein transport, no call of its own (marks repeat the call); z-score; measured here: nuclear GR-EGFP intensity;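 lower value marks the stronger effect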
Dynein transport cell count: recorded beside Dynein transport, whose call it bears; z-score; measured here: cell count per field
Insulin prom up cell count: further read-out of Insulin prom up, marked with its call; cell count; measured here: cytotoxicity, nuclei count;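 total cells summed across four imaged fields per well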
Hep lipid drop cells 6.5 µM: recorded beside Hep lipid drop, whose call it bears; cell count; measured here: cell count, cytotoxicity flag;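 cells counted across two imaged fields per well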
b-catenin transl cell count 5 µM: further read-out of b-catenin transl, marked with its call; cell count; measured here: cell count, cytotoxicity flag
MT stabilize HCS Hoechst-high %: further read-out of MT stabilize HCS, marked with its call; % Hoechst-high responders; measured here: nuclear condensation Hoechst responders;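 share of cells brighter than vehicle mean plus two SD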
MT stabilize HCS cytotoxicity %: also measured in MT stabilize HCS; calls as there; toxicity, %; measured here: cytotoxicity by cell density;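 0% = mean cell density of plate MIN control wells and 100% = no cells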
Autophagy mod cell loss 18 h: recorded beside Autophagy mod, whose call it bears; toxicity, %; measured here: cell loss, nuclei count;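 cell loss after 18 h compound exposure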
* marks the source's active call; other numbers are inactive results; i = inactive; . = not tested or not shown; + = active, no number. Rows are unselected; 4% or so of the library scored in one or more.

SMILES	Autophagy mod	Autophagy mod cell loss 18 h	Hep lipid drop	Hep lipid drop cells 6.5 µM	Dynein transport	Dynein transport cytoplasmic EGFP	Dynein transport nuclear GR-EGFP	Dynein transport cell count	WT yeast gro inh	WT yeast gro inh mutant strain	b-catenin transl	b-catenin transl cell count 5 µM	ER stress rescue	MT stabilize HCS	MT stabilize HCS Hoechst-high %	MT stabilize HCS cytotoxicity %	Insulin prom up	Insulin prom up cell count	XIAP antagonists
CCC(C)Sc1cc(C)c(C#N)c2nc3ccccc3n12 (stereo not drawn)	i	-1	4	674	-0.92	-0.32	-0.68	0.83	-11	-14	-1.0	968	-0.7%	1.9	2.5	2.2	-0.31	1276	-18%
O=S(=O)(NCc1ccccc1F)NCc1ccccc1F	i	-6	-6	679	-0.77	-0.22	-0.35	0.26	-5	-4	-3.4	1177	-1.4%	1.8	1.2	5.5	0.22	1315	-1.5%
CCN(CC)S(=O)(=O)c1ccc(C)c(NC(=O)CSc2ncc(C(F)(F)F)cc2Cl)c1	i	4	2	692	-0.19	-0.31	-0.44	0.26	-5	-22	-3.5	550	-2.5%	3.0	1.9	5.0	0.14	1196	-8.0%
CCCCCC(=O)Nc1ccc2oc(-c3cccnc3)nc2c1	i	-5	-1	754	-0.21	-0.23	-0.32	-0.36	14	-4	-0.3	1084	-2.3%	4.1	1.9	6.6	0.09	1845	-4.8%
C=CCn1c(N)c(C(=O)OC(C)CC)c2nc3ccccc3nc21 (stereo not drawn)	i	0	.	.	-0.088	-0.2	-0.11	0.11	3	14	-1.2	862	0.0%	0.5	0.9	10	.	.	-3.2%
COc1cc(OC)cc(C(=O)NC(=S)N2CCCCCC2)c1	i	-8	16	639	-0.35	0.3	-0.17	1.1	43	15	0.5	1502	1.8%	1.2	2.6	5.5	-1.2	1274	-2.9%
O=C(CCC1CCCN(C2C3CC4CC(C3)CC2C4)C1)NCc1ccc(F)c(F)c1 (stereo not drawn)	i	32	-21	639	0.09	-0.15	0.35	-1.3	19	11	2.1	922	-2.1%	5.3	1.9	0.2	0.07	1378	-21%
Cc1nn(Cc2ccccc2)c(C)c1CCC(=O)O	i	-1	-4	695	-0.093	-0.25	0.091	-0.23	-7	-8	.	.	-2.3%	2.1	3.0	19	0.31	1299	-6.5%
Cc1ccc(OCC(=O)NNC(=O)c2cc3ccccc3o2)cc1C	i	6	.	.	-0.64	-0.18	-0.16	-0.091	-5	13	-0.3	1368	-1.9%	1.5	1.2	6.1	-0.81	1643	-3.4%
COc1cccc2c(=O)n(CC(=O)NC3CCCC3)ccc12	i	5	3	692	-0.038	-0.2	0.12	-0.09	11	-2	0.2	989	-4.1%	2.7	4.8	3.7	-0.09	1753	-2.5%
CC(C)(C)OC(=O)N1CCC(c2c(C(=O)O)cnn2-c2ccccc2)CC1	i	3	-6	534	-0.55	-0.022	-0.26	0.12	5	9	-1.7	1152	2.2%	4.5	3.4	5.3	0.04	1979	-3.5%
O=C(NC1CC2CCCC(C1)N2C(=O)Nc1ccccc1)c1ccncc1 (stereo not drawn)	i	0	8	736	-0.18	-0.21	-0.12	0.08	-21	-17	-1.6	1247	-1.4%	0.5	1.3	7.9	0.21	1280	-11%
CCCOC(=O)/C(=C\C=C\c1ccco1)NC(=O)c1ccccc1	i	13	-12	720	-0.53	-0.2	-0.41	0.35	1	2	1.0	1044	2.4%	2.8	2.1	5.0	-0.03	1296	-0.1%
COC(=O)c1ccc(-c2ccc(C(=O)N3CCCN(C)CC3)cc2)cc1	i	-5	.	.	0.29	0.23	0.64	0.28	-6	9	-4.8	968	1.5%	4.6	3.0	2.5	0.46	1235	-2.3%
Cc1ccc(C(C(=O)NCc2ccco2)N(C(=O)CNC(=O)c2cccs2)c2c(C)cc(C)cc2C)cc1 (stereo not drawn)	+	-30*	-1	618	-0.49	0.71	-0.23	0.027	-8	-3	5.3	906	-4.0%	6.8	2.0	1.3	0.63	1789	-8.2%
Cc1c(C(=O)N2CCC(Cc3ccccc3)CC2)sc2ncnc(N3CCC(C)CC3)c12	i	34	-17	708	-0.72	-0.3	-0.3	0.34	31	-11	-0.3	1138	0.8%	1.4	1.5	5.2	-0.84	1353	-1.9%
Cc1cc(NC(=O)c2ccccc2Oc2ccccc2)no1	i	-2	-2	709	-0.61	-0.3	-0.89	1.3	-34	-3	0.2	1096	.	3.5	1.3	2.2	0.43	1320	-4.2%
CC(=O)c1ccc(NC(=O)C(C)N2CCN(C/C=C/c3ccccc3)CC2)cc1 (stereo not drawn)	i	4	-8	714	0.59	-0.35	-0.31	-0.8	-19	6	1.4	1096	2.5%	3.2	2.9	6.7	-0.94	1237	-2.1%
Cc1cccc(C(=O)NNc2ncnc3c2cnn3C)c1	i	-7	-3	697	-0.25	-0.26	-0.42	1.4	7	12	.	.	-1.3%	1.3	1.8	6.4	-0.65	1179	-1.7%
O=C1CCCN1CCNC(=S)Nc1ccccc1	i	7	2	840	-1.3	0.84	-0.66	0.63	-6	-8	.	.	0.5%	2.2	2.2	4.9	.	.	-4.9%
O=C(N/N=C/c1ccco1)c1cnccn1	i	14	.	.	-0.85	-0.12	0.19	0.089	17	28	3.4	1468	1.2%	2.2	1.6	8.3	0.8	1540	-5.5%
O=S(=O)(c1ccccc1)N1CCN(c2ncccn2)CC1	i	-6	12	757	-0.18	-0.06	0.36	0.48	35	9	-3.6	1194	2.6%	1.5	1.4	5.4	-1.6	844	-4.6%
C=CCn1c2ccccc2c2nnc(SCC(=O)Nc3c(C)n(C)n(-c4ccccc4)c3=O)nc21	i	-4	.	.	-0.94	0.13	-0.2	1.6	-15	3	.	.	-0.7%	5.2	1.8	4.2	0.16	1408	-2.2%
CCCCNC(=O)/C(C#N)=C/c1ccc(F)cc1F	i	-3	-14	667	-0.29	-0.22	-0.069	-0.048	1	3	0.8	1065	0.0%	2.4	2.1	1.1	0.67	1081	-6.1%
O=C(OCC(=O)N1CCCC1)c1ccc(NS(=O)(=O)c2cccs2)cc1O	i	18	4	729	-0.89	-0.32	-0.17	1.8	4	-4	-1.0	1041	-1.3%	5.9	2.5	18	-0.08	1351	-8.2%
SMILES	Autophagy mod	Autophagy mod cell loss 18 h	Hep lipid drop	Hep lipid drop cells 6.5 µM	Dynein transport	Dynein transport cytoplasmic EGFP	Dynein transport nuclear GR-EGFP	Dynein transport cell count	WT yeast gro inh	WT yeast gro inh mutant strain	b-catenin transl	b-catenin transl cell count 5 µM	ER stress rescue	MT stabilize HCS	MT stabilize HCS Hoechst-high %	MT stabilize HCS cytotoxicity %	Insulin prom up	Insulin prom up cell count	XIAP antagonists
COc1ccc(CCNC(=O)C2CC3Cn4c(nc5cc6ccccc6cc54)C3N2C)cc1 (stereo not drawn)	.	.	51*	765*	-0.15	-0.67	-0.11	0.23	.	.	-1.0	1412	.	.	.	.	2	757	.
CC(C)COc1ccc2[nH]c3c(c2c1)CCCC3=O	i	1	11	763	-0.41	-0.48	-0.45	0.33	-6	4	.	.	-0.4%	8.1	0.5	18	.	.	-3.5%
COC(=O)c1sccc1NC(=S)N1CCN(c2cc(C)ccc2C)CC1	i	-6	.	.	-1.1	-0.023	-0.79	0.85	77*	70*	-2.1	605	-3.1%	17*	20*	39*	-0.05	1187	-1.2%
Cc1ccc(S(=O)(=O)NCC(=O)N(CCc2ccccc2)CC(=O)NCc2ccco2)cc1	i	2	.	.	-0.025	-0.16	0.078	-0.3	34	25	-6.6	1015	-2.3%	5.7	2.7	13	-1.1	1198	-1.1%
CCOC(=O)CSc1nc(NC#N)nc(N(CC)CC)n1	i	4	-10	717	-0.26	-0.024	0.15	-0.18	0	4	-0.9	1179	-1.5%	2.5	1.8	7.2	.	.	-16%
CC1CCN(C2CC(=O)N(c3ccc(Br)cc3Br)C2=O)CC1 (stereo not drawn)	.	.	-29	666	-0.42	-0.26	-0.21	0.44	.	.	0.0	1329	.	.	.	.	1.6	1127	.
Cc1ccc2c(c1)C1CN(C)CCC1N2C(=O)c1ccccc1NS(=O)(=O)c1cccc(C(F)(F)F)c1 (stereo not drawn)	i	1	-9	651	-0.46	-0.24	-0.26	0.27	-3	1	-0.1	1145	4.2%	5.8	2.8	4.4	-0.52	1474	-14%
CN(C)c1ccc(/C=N/NC(=O)CCCO)cc1	i	1	-18	751	-1	-0.3	-0.39	0.93	-9	5	2.2	1095	-0.9%	1.5	1.8	6.6	1.5	1151	-4.6%
Fc1ccc(CSc2nnc3ccc(-c4ccncc4)nn23)cc1	i	4	7	659	-0.24	-0.37	-0.43	0.3	-7	5	0.9	1138	.	3.6	1.5	1.5	-0.7	1352	-4.3%
CC1CN/C(=C\C(=O)c2ccc(Br)cc2)C(=O)N1 (stereo not drawn)	i	9	.	.	0.4	-0.26	0.3	-1	7	13	.	.	-7.5%	3.8	3.5	2.6	-0.1	1228	-2.1%
